High-throughput results: PubChem BioAssay, The Scripps Research Institute Molecular Screening Center
PLCg1 inh = blocks human PLC-gamma1 enzyme activity; P19174; purified PLC-gamma1, fluorogenic substrate, fluorescence; inhibition, % at 12.2 µM; 370,000 tested, 0.84% active; in the data active = inhibition above about 9.5%
ADAM10 inh = inhibitors of human ADAM10; AID 720582; recombinant ADAM10, EDANS/DABCYL FRET peptide cleavage, 3 h; O14672; inhibition, % at 7 µM; 370,000 tested, 0.62% active;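 active = inhibition above a per-campaign cutoff equal to the mean of compounds falling between control-based bounds plus 3 SD, cut at about 20% in these data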;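 also: 0% = DMSO wells while the 100% control is not disclosed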
ASAP1 GAP inh = blocks human ASAP1-stimulated Arf1 GTP hydrolysis; Q9ULH1; GDP FP detection; inhibition, % at 16.5 µM; 360,000 tested, 0.19% active; AID 624377; in the data active = inhibition above about 25%;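 also: 0% = vehicle with enzyme and substrate and 100% = no enzyme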
Target sequence (Q9ULH1 325-724 limits assumed): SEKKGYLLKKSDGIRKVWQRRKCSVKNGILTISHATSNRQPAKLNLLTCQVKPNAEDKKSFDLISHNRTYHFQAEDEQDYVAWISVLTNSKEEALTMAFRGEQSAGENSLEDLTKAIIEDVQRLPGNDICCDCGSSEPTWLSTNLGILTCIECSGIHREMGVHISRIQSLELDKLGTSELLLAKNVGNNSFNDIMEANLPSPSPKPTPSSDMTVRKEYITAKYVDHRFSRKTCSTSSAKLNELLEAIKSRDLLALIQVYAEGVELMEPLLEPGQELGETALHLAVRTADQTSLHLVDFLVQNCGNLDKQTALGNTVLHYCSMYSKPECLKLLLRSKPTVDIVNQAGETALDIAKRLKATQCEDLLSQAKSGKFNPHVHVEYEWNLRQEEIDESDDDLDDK
DDE Tn6 FP inh = inhibitors of Tn6 peptide binding to human fibrin DD(E). P02675. Fibrin DD(E) TRITC-Tn6 fluorescence polarization displacement. inhibition, % at 8.3 µM. 370,000 tested, 0.21% active. AID 720509;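 active = inhibition above a per-campaign cutoff: mean of compounds within control limits plus 3 SD, cut at about 15% in these data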;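 also: 0% = median of all compound wells on the plate and 100% = blocking peptide control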
DDE Tn7 FP inh = DD(E)-Tn7 binding inhibition, primary FP screen. P02675. FP displacement of FITC-Tn7 peptide from fibrin DD(E); 0% = median of compound wells per plate. inhibition, % at 8.3 µM. 370,000 tested, 0.13% active. AID 720508;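 active = inhibition above the mean of compounds falling within the control limits plus 3 SD of them, cut at about 14% in these data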;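 also: 0% = plate median of compound wells and 100% = 10 µM Aha-Tn7 peptide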
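Assay system: human fibrin DD(E) protein / Input: 2 µM fibrin DD(E) / Benchmarks: high control of 10 µM Aha-Tn7 peptide / Measured by: fluorescence polarization of the labelled Tn7 tracer / Medium: Tris buffer with calcium and detergent, pH 7.8 / Timing: 10 min compound pre-incubation, 3 h probe incubation at room temperature / Repeats: one replicate per compound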
PLCb3 inh = inhibitors of human phospholipase C beta3; Q01970; Purified PLC-beta3, fluorogenic substrate, fluorescence; inhibition, % at 12.2 µM; 370,000 tested, 0.18% active; AID 720704; in the data active = inhibition above about 11%;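 also: 0% = median of compound wells on plate and 100% = full blocker control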
ADAM17 inh = inhibits human ADAM17; P78536; recombinant ADAM17, EDANS/DABCYL FRET peptide cleavage; inhibition, % at 6.95 µM; 370,000 tested, 0.83% active; AID 720648;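 active = inhibition above the mean of compounds lying between control limits plus 3 SD, set per campaign, cut at about 8.5% in these data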;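 also: 0% = DMSO-only wells as the low control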
SIAE inh = blocks human sialic acid acetylesterase; SIAE FP-Rh probe binding, fluorescence polarization; inhibition, % at 9.66 µM; 370,000 tested, 0.69% active; AID 1053197;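 active = inhibition above a cutoff: mean of compounds within the control limits plus 3 SD of those, cut at about 17% in these data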;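 also: 0% = plate median of compound wells and 100% = probe without SIAE protein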
Target sequence (Q9HAT2 whole entry, looked up): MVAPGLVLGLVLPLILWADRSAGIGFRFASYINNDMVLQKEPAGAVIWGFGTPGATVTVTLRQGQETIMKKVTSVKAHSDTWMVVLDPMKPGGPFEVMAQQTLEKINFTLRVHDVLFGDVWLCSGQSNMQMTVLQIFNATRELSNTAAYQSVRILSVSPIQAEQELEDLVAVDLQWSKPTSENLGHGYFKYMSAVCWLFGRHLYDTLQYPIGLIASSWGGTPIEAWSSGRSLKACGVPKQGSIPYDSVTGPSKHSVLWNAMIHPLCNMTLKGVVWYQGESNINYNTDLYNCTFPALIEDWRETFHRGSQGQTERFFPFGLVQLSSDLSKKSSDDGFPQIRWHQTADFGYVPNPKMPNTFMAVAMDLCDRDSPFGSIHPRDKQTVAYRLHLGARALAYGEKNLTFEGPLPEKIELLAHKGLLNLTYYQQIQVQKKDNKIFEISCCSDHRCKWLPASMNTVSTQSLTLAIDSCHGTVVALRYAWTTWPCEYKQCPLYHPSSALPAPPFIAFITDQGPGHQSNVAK
TDP2 absorb = blocks human TDP2 phosphodiesterase activity. inhibition, % at 12.8 µM. 370,000 tested, 0.34% active. recombinant TDP2, T5PNP hydrolysis, p-nitrophenol absorbance 415 nm;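 active = inhibition above the mean of all tested compounds plus 3 SD, set per campaign, cut at about 25% in these data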;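 also: 0% = DMSO with enzyme and 100% = buffer with substrate but no TDP2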
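Evaluation: % inhibition relative to enzyme-containing and enzyme-free wells. Material: recombinant human TDP2. Benchmarks: enzyme-free and DMSO wells. Timing: enzyme reaction with compound for 2 h at 37 °C. Compound dosing: 12.8 µM only. Measured by: p-Nitrophenol epi absorbance. Reagent: T5PNP substrate at 5 mM, a TopII-DNA adduct mimic. Replication: single well per compound.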
ARFGAP1 inhibitor = rat ARFGAP1 inhibition; Arfgap1-stimulated ARF1 GTP hydrolysis, GDP FP detection; 360,000 tested, 0.26% active; AID 651572; inhibition, % at 16.5 µM; Q62848;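 active = inhibition above a per-plate limit, mean inhibition of low control wells plus 3 SD, cut at about 25% in these data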;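 also: 0% = DMSO wells with enzyme and 100% = wells lacking Arfgap1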
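System: truncated rat Arfgap1 GAP domain / Benchmarks: high control wells lacking Arfgap1, low control full reaction with DMSO / Times: compound-enzyme preincubation 20 min, reaction 120 min, detection 60 min, 25 °C / Repeats: one replicate per compound / Also added: human ARF1(Δ1-17)-GTP substrate / Measured by: Tracer-displacement fluorescence polarization with EDTA stop, 620/688 nm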
An asterisk follows results filed as active; i = inactive.

Sample of the layout, 11 compounds:
SMILES | PLCg1 inh | ADAM10 inh | ASAP1 GAP inh | DDE Tn6 FP inh | DDE Tn7 FP inh | PLCb3 inh | ADAM17 inh | SIAE inh | TDP2 absorb | ARFGAP1 inhibitor
COc1ccc2nc(C)cc(SCC(=O)Nc3c(C)cccc3C)c2c1 | 1 | 3 | 6 | -3 | 1 | 2 | 1 | -17 | 8 | 0
Nc1nonc1C(=O)N/N=C/c1ccncc1 | -1 | -7 | 1 | -12 | 1 | -3 | 1 | 1 | -4 | 11
Fc1cc2nc(-c3ccncc3)[nH]c2cc1F | -124 | -487 | -5 | 7 | -1 | -157 | -164 | -5 | 0 | 5
N#C/C(=C\c1cccs1)C(=O)c1ccccc1Cl | 0 | 3 | -7 | 2 | -2 | 0 | -3 | -20 | 3 | -4
O=C(CCCOc1ccc(Cl)cc1Cl)NNC(=O)c1ccc(NC(=O)c2ccccc2)cc1 | -1 | 4 | -3 | 4 | 1 | 1 | 2 | -22 | 13 | 9
COc1ccc(/C=N/Nc2ccc([N+](=O)[O-])cc2S(=O)(=O)N2CCN(C)CC2)cc1 | -18 | -3 | 12 | 11 | 0 | -17 | -2 | 4 | -6 | 9
COc1cc(/C=N\NC(C)=O)ccc1OC/C=C/c1ccccc1 | -23 | -18 | 7 | -1 | -2 | -41 | -6 | -1 | -3 | -1
Clc1ccc(CSc2ccc(-c3cccnc3)nn2)cc1 | 0 | 3 | 5 | 1 | -1 | -8 | -3 | -8 | 10 | -5
O=C(NCCc1ccccc1)c1cccc2c1C(=O)c1ccc(N3CCOCC3)cc1S2(=O)=O | -12 | -1 | -6 | 10 | 10 | -13 | -2 | -1 | -4 | -16
Cc1c(C(=O)O)sc2nc(-c3cccs3)cc(C(F)(F)F)c12 | -38 | i | -14 | 4 | 3 | -68 | -245 | -10 | 18 | -10
c1ccc(Oc2ncnc3oc(-c4ccccc4)cc23)cc1 | 1 | 0 | 5 | 0 | 0 | 4 | 1 | 0 | -3 | -11

Results, previewed entries included:
SMILES | PLCg1 inh | ADAM10 inh | ASAP1 GAP inh | DDE Tn6 FP inh | DDE Tn7 FP inh | PLCb3 inh | ADAM17 inh | SIAE inh | TDP2 absorb | ARFGAP1 inhibitor
COc1ccc2nc(C)cc(SCC(=O)Nc3c(C)cccc3C)c2c1 | 1 | 3 | 6 | -3 | 1 | 2 | 1 | -17 | 8 | 0
Nc1nonc1C(=O)N/N=C/c1ccncc1 | -1 | -7 | 1 | -12 | 1 | -3 | 1 | 1 | -4 | 11
Fc1cc2nc(-c3ccncc3)[nH]c2cc1F | -124 | -487 | -5 | 7 | -1 | -157 | -164 | -5 | 0 | 5
N#C/C(=C\c1cccs1)C(=O)c1ccccc1Cl | 0 | 3 | -7 | 2 | -2 | 0 | -3 | -20 | 3 | -4
O=C(CCCOc1ccc(Cl)cc1Cl)NNC(=O)c1ccc(NC(=O)c2ccccc2)cc1 | -1 | 4 | -3 | 4 | 1 | 1 | 2 | -22 | 13 | 9
COc1ccc(/C=N/Nc2ccc([N+](=O)[O-])cc2S(=O)(=O)N2CCN(C)CC2)cc1 | -18 | -3 | 12 | 11 | 0 | -17 | -2 | 4 | -6 | 9
COc1cc(/C=N\NC(C)=O)ccc1OC/C=C/c1ccccc1 | -23 | -18 | 7 | -1 | -2 | -41 | -6 | -1 | -3 | -1
Clc1ccc(CSc2ccc(-c3cccnc3)nn2)cc1 | 0 | 3 | 5 | 1 | -1 | -8 | -3 | -8 | 10 | -5
O=C(NCCc1ccccc1)c1cccc2c1C(=O)c1ccc(N3CCOCC3)cc1S2(=O)=O | -12 | -1 | -6 | 10 | 10 | -13 | -2 | -1 | -4 | -16
Cc1c(C(=O)O)sc2nc(-c3cccs3)cc(C(F)(F)F)c12 | -38 | i | -14 | 4 | 3 | -68 | -245 | -10 | 18 | -10
c1ccc(Oc2ncnc3oc(-c4ccccc4)cc23)cc1 | 1 | 0 | 5 | 0 | 0 | 4 | 1 | 0 | -3 | -11
FC(F)(F)c1cc(Cl)c2nnc(-c3ccccn3)n2c1 | 4 | 5 | 1 | -1 | 0 | -6 | -2 | -1 | -10 | -3
CN(CC(=O)Nc1ccccc1Br)C(=O)CNC(=O)c1ccc(Oc2ccccc2)cc1 | 1 | 1 | -1 | 3 | 1 | -10 | 0 | 5 | 3 | 8
Cc1ccc(-n2nnnc2SCC(=O)NC(C(=O)O)(c2ccccc2)c2ccccc2)cc1C | 1 | -5 | 13 | 0 | 6 | 2 | -1 | 7 | 3 | -2
Cc1cccc(NC(=S)NC2CCSc3ccccc32)c1 (stereo not drawn) | -1 | 5 | -3 | -1 | 9 | -6 | 4 | 2 | -12 | -1
COc1ccc(CCNC(=O)CSc2nnnn2Cc2ccc3c(c2)OCO3)cc1OC | 3 | -2 | -7 | -2 | 7 | -1 | -5 | 3 | 12 | 5
COc1ccc(C2SCC(=O)N2CCCN(C)C)cc1 (stereo not drawn) | 8 | 6 | 14 | 2 | 1 | 13* | 5 | -8 | -17 | -10
O=C1c2ccccc2C(=O)N1CCCc1nc(-c2ccncc2)no1 | -3 | -9 | 4 | 4 | 1 | -2 | -5 | -3 | -2 | -1
CCn1c(COc2ccc(OC)cc2)nnc1SCC(=O)Nc1cc(OC)ccc1OC | 1 | 1 | 16 | -7 | -7 | -1 | 0 | 3 | 3 | 1
Cc1ccc(S(=O)(=O)Nc2nsc(N)n2)cc1 | 3 | -8 | -7 | 1 | -1 | 6 | 1 | 1 | 5 | -2
COc1ccccc1NC(=O)Nc1nc(C(N)C(C)C)cs1 (stereo not drawn) | 4 | 1 | -12 | -6 | -6 | 6 | 5 | 3 | -13 | 5
CCOC(=O)c1c(NC(C)=O)sc2c(O)c(CN3CCN(CC)CC3)ccc12 | -12 | 10 | 8 | 0 | -6 | -15 | 3 | 0 | 7 | 12
O=S(=O)(c1ccc(Cl)cc1)N1CCCC(C(F)(F)F)C1 (stereo not drawn) | 0 | -13 | 4 | 1 | 1 | -4 | -5 | 5 | 1 | 1
Cc1cc(NC(=O)NC(=O)c2ccccc2NC(=O)C(C)N)ccc1Oc1ncc(Br)cn1 (stereo not drawn) | 1 | -17 | -5 | -1 | -1 | -10 | -3 | 4 | 6 | 5
C=CCn1c(SCC(=O)Nc2nc(C)cs2)nnc1C(CO)NC(=O)c1ccccc1 (stereo not drawn) | 3 | 12 | -6 | 2 | 0 | 6 | 1 | 6 | -2 | -11
CCOC(=O)Cn1c(=O)n(CC(=O)OCC)c2ccccc21 | 1 | -3 | 13 | -2 | 0 | 3 | 0 | -3 | 5 | -10
N#CC(C(=O)C12CC3CC(CC(C3)C1)C2)c1nc2ccccc2[nH]1 (stereo not drawn) | -2 | 0 | -3 | -11 | -4 | -7 | 3 | -13 | -21 | -1
Cc1ccc(N2CCN(CCc3nc4cc(NC(=O)c5ccco5)ccc4n3C)CC2)cc1 | 1 | 2 | -6 | 9 | -2 | 0 | 1 | 4 | -9 | 7
Cn1c(=O)c2c(nc(Oc3ccc4ccccc4c3)n2C)n(C)c1=O | -2 | -1 | -1 | -3 | -2 | -2 | -5 | 2 | -2 | 7
Cc1cccc(C(=O)N2CCC(n3nnc4cc(F)ccc43)CC2)c1 | 5 | 13 | -9 | -2 | -4 | 5 | 1 | -3 | -10 | -1
Cc1ccc(C)c(Cn2c(=O)c3c(nc4n3CCN4Cc3ccco3)n(C)c2=O)c1 | 2 | -3 | 5 | -1 | -6 | -2 | -6 | 5 | -2 | 2
COc1ccc(CN2CCNC(=O)C2CC(=O)NCc2csc(C(C)C)n2)c(OC)c1 (stereo not drawn) | -4 | -5 | 4 | -5 | -4 | 2 | -3 | 7 | 2 | -12
Cc1onc(-c2c(F)cccc2Cl)c1C(=O)NC1CCSC1=O (stereo not drawn) | 0 | 5 | -5 | 2 | 5 | 4 | -1 | 3 | 1 | 5
Cn1c(COc2ccccc2)nnc1SCCN1CCOCC1 | 4 | 4 | 7 | -8 | 4 | 0 | -3 | 4 | 3 | -1
Cc1cc(=O)oc2ccc(OCC(=O)N3CCC(C)CC3)cc12 | -62 | -161 | 1 | -3 | 0 | -62 | -52 | 5 | -14 | -3
O=C(NCCc1ccccc1F)N[C@@H](Cc1ccccc1)C(=O)O | -3 | 0 | -9 | -3 | -5 | -6 | -1 | 3 | 9 | -8
COc1ccc(CCNC(=O)c2[nH]c(C)c(C(C)=O)c2C)cc1 | -4 | 2 | 5 | 2 | -5 | -6 | -1 | 8 | 2 | 9
CC1CCCCC1NC(=O)C1CCN(c2c3c(nc4ncnn24)CCC3)CC1 (stereo not drawn) | 3 | -7 | 4 | 1 | 2 | -7 | -3 | 0 | 8 | -7
CCN(CC)C1CCN(C(=O)c2cc(COc3ccccc3SC)on2)C1 (stereo not drawn) | 10* | 6 | -6 | -3 | -1 | -9 | 0 | 8 | -17 | 3
CC1(C)[N+]([O-])=C2C(=[N+]([O-])C1(C)C)c1ccccc1/C2=N\O | 4 | 1 | 4 | 11 | 1 | 2 | 6 | 2 | 1 | -14
Cc1ccc(S(=O)(=O)N2CCOCC2)cc1C(=O)N1CCc2ccccc21 | -3 | -9 | -13 | 8 | -2 | -1 | -7 | 1 | 8 | -11
CCCc1cc(-c2n[nH]c(C)c2-c2ccc(C(=O)OCC)o2)c(O)cc1O | -28 | -13 | 22 | -5 | -1 | -44 | 0 | 10 | -22 | 19
O=C(CN1c2ccccc2Sc2ccccc21)N/N=C/c1ccccc1 | -1 | 4 | 8 | -1 | -6 | -5 | 1 | 8 | -1 | 5
Cc1cccc(NC(=O)C2(c3ccc([N+](=O)[O-])cc3)CCCC2)c1 | 3 | -4 | -1 | 5 | -5 | 5 | 9.3* | -5 | -1 | -2
